CHO-K1 Ca antag = counter-screen for M1 antagonists: effect in parental CHO-K1 cells; ATP-induced calcium, Fluo-8 fluorescence; inhibition, % at 3 µM; 360,000 tested, 0.6% active; AID 602250;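 active = inhibition above a per-plate cutoff, the plate's mean sample inhibition plus 3 SD, cut at about 24% in these data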;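 also: 0% = DMSO plus EC80 ATP and 100% = DMSO alone without ATP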
CHO-K1 Ca ag = counter-screen for M1 agonists: effect in parental CHO-K1 cells | Fluo-8 calcium fluorescence; scaled to maximal ATP response, vehicle zero | activation, % at 3 µM | 360,000 tested, 0.48% active; in the data active = activation above about 15%;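 also: untransfected CHO-K1 host cells lacking M1 receptor as counterscreen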
TAAR1 antag = antagonists of human TAAR1 | CHO RD-HGA16 TAAR1, Fluo-8 calcium fluorescence, antagonist | inhibition, % at 3 µM | 360,000 tested, 1.5% active | AID 624466;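 active = inhibition above a per-plate cutoff, the mean inhibition of test compounds on that plate plus 3 SD, cut at about 49% in these data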;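 also: 0% = DMSO plus EC80 beta-PEA response and 100% = DMSO alone without agonist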
Target sequence (Q96RJ0 whole entry, looked up): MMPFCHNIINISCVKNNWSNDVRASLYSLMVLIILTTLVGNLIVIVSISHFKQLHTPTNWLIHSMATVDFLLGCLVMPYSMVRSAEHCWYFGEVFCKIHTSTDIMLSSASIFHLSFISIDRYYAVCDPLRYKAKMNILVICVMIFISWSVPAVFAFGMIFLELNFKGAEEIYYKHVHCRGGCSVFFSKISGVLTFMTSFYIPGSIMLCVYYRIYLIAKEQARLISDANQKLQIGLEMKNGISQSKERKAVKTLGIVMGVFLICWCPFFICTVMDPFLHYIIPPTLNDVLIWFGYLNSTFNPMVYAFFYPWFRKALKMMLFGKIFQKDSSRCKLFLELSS
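Assay system: RD-HGA16 CHO cells with stable hTAAR1 and Gα16 / Reagent: EC80 β-phenethylamine stimulus / Doses: 3 µM, single point / Timing: dye loading 75 min at 37 °C, then 30 min room temperature / Measured by: Fluo-8 intracellular calcium dye fluorescence, real-time kinetic reads / Controls: vehicle wells and EC80 agonist wells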
CHRM1 antagonist = human CHRM1 antagonism | P11229 | 360,000 tested, 1.3% active | inhibition, % at 3 µM | AID 588852 | CHO-K1 hM1, Fluo-8 calcium fluorescence, ACh EC80 antagonist;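 active = percent inhibition above its own plate's cutoff, namely the mean of that plate's compound wells plus 3 SD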;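 also: peak over basal fluorescence ratio during 140 s after agonist addition; 0% = ACh EC80 plus DMSO and 100% = DMSO alone without agonist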
Target sequence (P11229 whole entry, looked up): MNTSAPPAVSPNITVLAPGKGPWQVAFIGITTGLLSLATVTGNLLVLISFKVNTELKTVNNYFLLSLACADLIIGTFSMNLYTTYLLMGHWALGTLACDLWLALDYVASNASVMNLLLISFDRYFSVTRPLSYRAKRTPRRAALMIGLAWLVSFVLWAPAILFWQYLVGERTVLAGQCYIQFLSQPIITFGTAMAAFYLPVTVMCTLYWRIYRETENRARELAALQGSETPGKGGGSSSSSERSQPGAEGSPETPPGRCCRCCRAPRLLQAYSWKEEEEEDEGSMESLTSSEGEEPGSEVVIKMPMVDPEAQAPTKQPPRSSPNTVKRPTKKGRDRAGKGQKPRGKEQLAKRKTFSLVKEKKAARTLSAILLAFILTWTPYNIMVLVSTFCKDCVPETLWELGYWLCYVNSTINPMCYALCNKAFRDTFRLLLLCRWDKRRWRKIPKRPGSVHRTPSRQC
TAAR1 ag = agonists of human TAAR1; Q96RJ0; CHO RD-HGA16 TAAR1, Fluo-8 calcium fluorescence; vehicle wells 0%, saturating PEA agonist 100%; activation, % at 3 µM; 360,000 tested, 0.99% active;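 active = activation above the mean activation of all test compounds in the run plus 3 SD, cut at about 38% in these data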
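Signal – calcium-sensitive Fluo-8 signal, excitation 470-495, emission 515-575 nm · System – RD-HGA16 (CHO) cells co-expressing Gα16 and hTAAR1 · Incubation – 17-24 h seeding, 75 min 37 °C dye, 30 min RT · Compound dosing – 3 µM single concentration · Repeats – no replicates (n 1)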
CHRM1 agonist = human M1 muscarinic receptor agonism. P11229. CHO-K1 hM1, Fluo-8 calcium fluorescence, agonist mode; 0% DMSO, 100% acetylcholine EC100. activation, % at 3 µM. 360,000 tested, 0.33% active;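 active = activation above the run's mean compound activation plus 3 SD, cut at about 16% in these data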;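 also: peak over basal fluorescence ratio within a 140 s kinetic read after compound addition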
CHO parental Ca = counter-screen: ATP calcium response change in parental CHO cells; parental CHO-K1, ATP-induced calcium, Fluo-8 fluorescence; inhibition, % at 5.6 µM; 330,000 tested, 0.63% active;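 active = inhibition above that plate's mean sample inhibition plus 3 SD, cut at about 26% in these data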;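 also: 0% = ATP-challenged DMSO wells and 100% = DMSO wells without ATP; some compounds past the cut are filed as inactive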
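Test system: untransfected parental CHO cell line; also added: ATP stimulus; dosing: 5.6 µM, single dose; signal: calcium-sensitive Fluo-8 fluorescence; measure: percent inhibition of ATP-evoked calcium rise, normalized to controls; benchmarks: low control ATP plus DMSO, high control DMSO only; replication: one well per compound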
CHO-K1 Ca PAM = nonselective activator or artifact in parental CHO-K1 calcium assay; 360,000 tested, 0.02% active; AID 602247; activation, % at 3 µM; ATP EC20, Fluo-8 calcium fluorescence; 0% at ATP EC20, 100% at ATP max;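 active = activation above the run cutoff, the mean activation of all test compounds plus 3 SD, cut at about 40% in these data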;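 also: peak over basal fluorescence ratio in a 140 s read after ATP addition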
OXTR potentiator = potentiates the human oxytocin receptor response; AID 2445; 320,000 tested, 0.061% active; CHO-OTR cells, Fluo-8 calcium fluorescence, potentiator mode; 0% = oxytocin EC15, 100% = EC100; activation, % at 3 µM;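 active = activation above that plate's cutoff, the mean activation of tested compounds plus 3 SD, cut at about 6.6% in these data, passing the limit was not always enough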;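 also: 100% uses oxytocin at 75 nM as the full agonist control; some results filed as inactive read as strong as hits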
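Material: CHO-OTR cells, human receptor; compound dosing: single dose, 3.0 µM nominal final compound concentration; schedule: 6 min compound pre-incubation at room temperature, 100 s kinetic read; measured by: kinetic Fluo-8 calcium fluorescence; read-out basis: % activation vs EC15 and EC100 oxytocin; controls: EC15 oxytocin alone as 0%, 75 nM oxytocin as 100%; replicates: singlicate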
Starred values were filed as active, the others as inactive; . = not tested or not shown.

structure	CHO-K1 Ca antag	CHO-K1 Ca ag	TAAR1 antag	CHRM1 antagonist	TAAR1 ag	CHRM1 agonist	CHO parental Ca	CHO-K1 Ca PAM	OXTR potentiator
CN(C)c1nc2n(c(=O)n1)C(C#N)CS2 (stereo not drawn)	-14.9	-0.6	-21.1	-2.3	11.2	0.3	2.9	-1.5	-4.3
O=C(CSc1nnc(-c2ccccc2F)n1C1CC1)Nc1cccnc1Cl	-2.4	1.6	-12.8	-6.9	3.0	-5.6	-12.0	9.3	2.1
CCOC(=O)N1CCN(C(=O)c2ccc(CS(=O)c3ccccc3)o2)CC1 (stereo not drawn)	6.2	0.0	-7.0	8.5	1.1	-0.4	7.5	-18.4	-4.8
O=C(CSc1cc(Cl)ccc1Cl)Nc1ccc(N2CCOCC2)cc1	18.8	0.3	16.6	17.9	28.0	4.0	-6.8	-22.0	-3.3
COC(=O)c1ccccc1NC(=O)CN(C)Cc1ccccc1	5.3	0.3	-0.8	-7.2	1.2	-7.8	-14.8	-3.5	-8.6
CCCNC(=O)c1nn2cc(Br)cnc2c1Br	-14.1	3.7	2.2	-7.6	0.6	-1.9	-4.5	23.2	3.1
Cc1ccccc1C(=O)N1CCC(C(=O)Nc2ccccc2Cl)CC1	-4.7	0.7	-31.3	1.0	4.0	-0.5	-7.8	2.1	-2.0
O=C(CCn1c(=S)[nH]c2ccccc2c1=O)Nc1cccc(Cl)c1	3.1	10.3	-1.9	1.3	5.0	0.3	-4.8	7.3	-5.0
NC1=NC(=O)/C(=C/c2cccc(-c3ccc(S(N)(=O)=O)cc3)c2)S1	-9.8	0.2	-8.7	0.2	14.5	-1.1	-0.9	-7.9	-9.6
O/N=C/c1ccc2ccccc2c1	-19.1	0.1	-4.1	-6.3	5.7	-6.5	-6.8	22.6	0.6
Clc1ccc(Nc2ccc3ccccc3n2)cc1	6.3	-0.5	-1.9	10.7	-2.4	-6.1	-8.4	-19.3	-7.6
Cn1c(=O)c2c(nc(-n3ccnc3)n2Cc2ccc(Cl)cc2Cl)n(C)c1=O	-9.1	-0.7	-7.8	1.0	1.3	-5.7	-28.8	6.2	-2.8
Cc1ccn2c(=O)nc(SCC(=O)N3CCCCCC3)nc2c1	-6.2	0.8	-7.3	1.9	2.1	-5.4	-6.6	6.2	-5.2
COc1ccc(/C=C/C(=O)NCC(c2ccc(F)cc2)N2CCOCC2)cc1OC (stereo not drawn)	8.1	0.2	-9.7	-4.8	0.1	-3.3	-6.5	-14.2	1.3
Cc1cc(OCC(=O)NNC(=O)c2cccs2)ccc1Br	-17.1	2.7	4.7	-9.4	8.4	-2.0	10.5	2.2	-2.9
O=C(NCC(=O)c1ccccc1)OCc1ccc([N+](=O)[O-])cc1	-2.4	0.6	0.2	-13.3	-1.8	-3.0	-12.8	6.5	-7.9
CCCS(=O)(=O)c1nc(S(=O)(=O)c2ccc(C)cc2)c(NCCCN2CCOCC2)s1	-6.6	0.0	-4.5	5.1	1.2	-4.6	-10.0	6.8	5.9
Cc1noc(C)c1COc1cccc(C(=O)Nc2ccc3c(c2)OCO3)c1	-11.3	1.2	13.3	-3.2	3.8	-5.8	-3.8	8.0	-7.0
O=[N+]([O-])c1ccc(Cc2ccccn2)cc1	-12.4	0.6	-1.2	-6.5	14.5	-3.5	0.0	0.4	-5.8
CCCCn1c(N)c(N(CC(C)C)C(=O)CSc2nnc(C)n2-c2ccccc2)c(=O)[nH]c1=O	-19.2	0.5	-15.5	-10.7	1.3	-1.9	.	4.8	.
Cc1cc(C)n2cc(-c3ccc(Cl)cc3)c(C(=O)O)c2n1	-9.0	0.0	-3.9	-0.6	4.4	-6.7	-9.8	15.1	-10.0
NS(=O)(=O)c1cc2c(cc1Cl)NC(Cc1ccccc1)NS2(=O)=O (stereo not drawn)	-8.3	2.2	-3.9	-11.0	2.5	-3.4	9.3	4.7	-12.7
CCOC(=O)Nc1ccc2c(c1)ncn2C1CCCCC1	-18.0	0.7	12.8	-22.0	1.7	0.1	-9.5	-7.9	2.3
Cc1ccc(NC(=O)COCC(=O)Nc2ccc(C)cc2)cc1	-9.0	1.8	-10.0	-27.9	-0.6	-2.1	-8.4	11.2	-6.6
COCCNC(=O)C1(C)CCCN(Cc2cc(-c3ccccc3)n(C)n2)C1 (stereo not drawn)	-10.2	-0.4	-18.1	-7.0	1.5	-3.3	.	5.5	.
CS(=O)(=O)c1cccc(C(=O)Oc2ccccc2)c1	-9.9	1.4	0.0	-5.6	0.6	-3.4	-0.3	20.8	-18.9
COC(=O)c1c(C)cc(O)cc1O	4.2	0.5	0.1	-7.8	0.3	-3.2	-10.4	-13.2	-4.0
O=C(CN1CC[n+]2c(-c3cccs3)csc21)c1ccc(Br)cc1	0.6	-0.5	9.3	0.1	0.3	-9.4	-13.8	-7.3	-2.5
CC(=O)c1ccc(CCCCc2ccc(C(C)=O)cc2)cc1	-6.0	-0.5	13.1	0.8	2.9	-3.0	.	3.0	.
O=C(NCC(=O)N1CCOCC1)c1ccc(Cl)cc1	-3.4	2.5	-41.6	-20.0	2.6	-1.1	17.0	10.5	-9.7
Cc1ccc(S(=O)(=O)N2CCC(c3nc4c(nnn4Cc4ccccc4)c(=O)[nH]3)CC2)cc1	-13.7	-0.3	-12.6	-1.9	13.0	-12.1	-6.8	20.0	-6.6
CCOc1ccc(Br)cc1S(=O)(=O)N1CCC(C(N)=O)CC1	-5.8	0.6	-30.4	-19.4	2.5	-1.1	9.7	16.4	5.1
O=C(Cn1nc(-c2ccccc2)nc1-c1ccccc1)OC1CCCCC1	-5.2	0.6	37.2	-5.3	1.0	-7.0	-9.8	-0.4	-2.4
COc1cc(OC)c(NC(=O)c2cc(S(=O)(=O)N3CCOCC3)cn2C)cc1Cl	-0.5	-0.3	-11.0	-18.1	2.5	3.3	-11.9	-2.4	-1.7
Cc1ccc(N(CCC#N)C(=O)COC(=O)c2cc(C)oc2C)cc1	-11.2	2.9	-24.8	-9.0	4.6	-3.6	-5.7	13.4	1.8
COc1ccc(NC(=O)N(C)C[C@H]2Oc3ccc(NC(=O)Nc4c(C)noc4C)cc3C(=O)N([C@H](C)CO)C[C@@H]2C)cc1	-20.1	1.3	-5.9	-14.3	3.9	-2.0	-12.1	23.0	7.0
NS(=O)(=O)c1ccc(NC(=O)CSc2cn[nH]n2)cc1	-8.3	-0.5	-10.1	-11.5	-1.6	-1.2	-2.3	9.2	5.3
CCc1ccc(NC(=O)C2CCCN(S(=O)(=O)c3ccc4c(c3)CC(C)N4C(C)=O)C2)cc1 (stereo not drawn)	-10.7	0.1	-13.3	-4.1	1.6	-1.6	-12.8	8.5	-1.9
Cn1cc(-c2ccc(C(=O)NCc3cccc(Cl)c3)c3occc23)cn1	-7.7	1.7	4.2	0.8	1.6	-1.7	.	10.0	.
COc1cccc(C(C(=O)NCc2ccccc2)N(C(=O)c2csnn2)C2CC2)c1 (stereo not drawn)	-5.5	3.5	9.0	2.0	6.3	-5.6	-11.8	-14.7	-0.4
O=C(N=Nc1c(O)n(C2OC(=O)c3ccccc32)c2ccccc12)c1ccc(O)cc1 (stereo not drawn)	-2.8	-0.1	34.7	-11.3	71.0*	-2.9	-14.2	10.1	-22.7
CC(=O)Nc1cc2c(cc1NC(=O)Cn1nnc(-c3ccc(C)o3)n1)OCCO2	-3.0	0.4	-9.4	-6.3	8.5	-6.0	-4.1	11.2	-27.6
CC1Cc2ccccc2N1C(=O)CSc1nnc2sc3ccccc3n12 (stereo not drawn)	0.4	2.1	20.1	10.6	9.2	-3.0	-13.5	6.3	-8.4
C#CCN1C(=O)C(O)(CC(=O)/C=C/c2ccco2)c2ccccc21 (stereo not drawn)	5.3	1.1	2.5	-1.0	1.9	-8.3	-6.2	0.2	-11.6
Cc1nn(C)c(Oc2ccccc2)c1CCNS(=O)(=O)c1ccc(F)cc1	4.5	4.2	13.6	-7.7	17.1	1.9	-13.6	15.9	-16.9
COc1ccc(N2C(=O)[C@@H]3[C@H](C2=O)[C@H](C(C)=O)N2c4ccccc4C=C[C@@H]32)cc1	-5.5	1.5	-25.3	-5.3	2.0	-1.1	-11.9	9.7	-8.7
Cc1ccc(N2N=C(c3ccc(Br)cc3)CCC2=O)cc1	-0.2	0.1	-21.9	1.3	1.6	-6.8	-20.7	8.3	-9.1
Cn1ncc(Cl)c1C(=O)N1CCN(S(=O)(=O)c2cccs2)CC1	-8.0	2.1	-11.2	3.0	2.7	-3.3	-3.5	2.0	-1.6
Cc1[nH]ncc1N=Cc1ccc([N+](=O)[O-])cc1	-8.5	2.3	-3.2	-4.7	6.3	-5.9	4.3	16.7	-10.5

Screening results as filed in PubChem.
